Assay outcomes as filed in PubChem.
POLI inh: inhibitors of human DNA polymerase iota | Q9UNA4 | Pol iota fluorescent replication assay, 10 min | Potency, µM (top dose mostly 115 µM), inactives show at the top dose activity, negative = inhibition, usual class: inhibitors | 390,000 compounds, 1% hits; note: potency is the fitted concentration of half-maximal effect
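Pol iota at 10 nM preincubated 15 min with compounds at room temperature; reaction started with fluorescent substrate, 50 nM final. Fluorescence read kinetically at 0 and 10 min; buffer-only wells as negative control.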
APEX1 inh: blocks human APE1 abasic DNA cleavage; P27695; recombinant APE1, TAMRA/BHQ-2 abasic DNA cleavage fluorescence; Potency, µM (highest dose often 65.8 µM), without a hit: at the top dose activity change, negative = inhibition, most hits filed as inhibitors; 350,000 compounds, 0.35% hits; AID 2517;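 note: potency is the fitted concentration of half-maximal effect; plate controls were vehicle for no effect and reference inhibitor for full effect; nearly all actives have a fitted effect of over 55% in size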
Target sequence (P27695 whole entry, looked up): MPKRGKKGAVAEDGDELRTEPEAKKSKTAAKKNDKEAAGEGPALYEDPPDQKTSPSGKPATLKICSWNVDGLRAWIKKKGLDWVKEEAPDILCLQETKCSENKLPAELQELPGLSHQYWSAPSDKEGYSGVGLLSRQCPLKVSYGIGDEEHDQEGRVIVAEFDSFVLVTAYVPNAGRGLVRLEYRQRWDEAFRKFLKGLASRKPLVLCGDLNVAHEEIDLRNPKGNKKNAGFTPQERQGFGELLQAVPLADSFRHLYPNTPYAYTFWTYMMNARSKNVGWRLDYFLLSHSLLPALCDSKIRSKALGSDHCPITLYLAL
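Measures dequenching upon AP-site incision of a 5'-TAMRA/3'-BHQ-2 THF-containing duplex, 50 nM; human APE1 0.75 nM after 15 min room-temperature exposure to compound; kinetic three-point read at one-minute spacing.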
TRHR agonist: TRH receptor (human) agonism; 360,000 compounds, 0.18% hits; TRHR cells, calcium flux fluo-8, FDSS agonist mode; AID 493084; activation, % at 2 µM; in the data active = activation above about 30%; note: 0% is about no effect
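TRHR-expressing cells, plated overnight in medium with 10% serum, were loaded with fluo-8 calcium dye at room temperature. After a 10 s baseline, library compound was pin-added and calcium release was recorded kinetically (ex 480/em 530) as agonist response.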
POLB inh: inhibitors of human DNA polymerase beta; AID 485314; Potency, µM (series often up to 114 µM), for the others: top-dose activity change, negative = inhibition, actives largely listed as inhibitors; P06746; Pol beta primer extension/strand displacement, fluorescence kinetic; 340,000 compounds, 1.3% hits; note: potency is the fitted concentration of half-maximal effect; % is set by controls: 0 for no effect and ±100 for the full control effect
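Preincubation: enzyme (10 nM) with compound, 15 min, RT. Reaction: substrate added to 50 nM final. Reads: 0 and 10 min. Analysis: normalized, Hill fit.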
Pol kappa inh: DNA polymerase kappa (human) inhibition. Potency, µM (highest dose often 107 µM), for the others: at the top dose activity, negative = inhibition, hits mostly inhibitors. purified Pol kappa, fluorescent DNA synthesis assay, 10 min. 400,000 compounds, 0.53% hits. AID 588579; note: potency is the fitted concentration of half-maximal effect; % is set by controls: 0 for no effect and ±100 for the full control effect
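10 nM Pol kappa preincubated 15 min at room temperature with compounds, then reaction started with substrate at 50 nM final. Fluorescence read kinetically at 0 and 10 min; buffer-only wells served as negative control.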
ERG-DNA inh: ERG Ets/DNA interaction inhibition; Potency, µM (titrated, usually from 76.9 µM), for the others: top-dose FP activity, negative = inhibition, most hits filed as inhibitors; fluorescence polarization, His-ERG Ets domain / labelled DNA; 370,000 compounds, 0.028% hits; P11308; AID 624246; active = well fitted inhibition curve with a large enough effect in the polarisation, with a control signal flat; inconclusive = small, poorly fitted or top-dose-only effect, or effect the other way, or a change in a side signal; inactive = no such curve, though single readings can be large or run the other way; the % refers to the polarisation;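 note: polarization taken with two DNA probes labelled with fluorescein and Texas red; potency is the fitted concentration of half-maximal effect; % of control where 0% means no effect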
Target sequence (P11308 whole entry, looked up, the tested form may be a part): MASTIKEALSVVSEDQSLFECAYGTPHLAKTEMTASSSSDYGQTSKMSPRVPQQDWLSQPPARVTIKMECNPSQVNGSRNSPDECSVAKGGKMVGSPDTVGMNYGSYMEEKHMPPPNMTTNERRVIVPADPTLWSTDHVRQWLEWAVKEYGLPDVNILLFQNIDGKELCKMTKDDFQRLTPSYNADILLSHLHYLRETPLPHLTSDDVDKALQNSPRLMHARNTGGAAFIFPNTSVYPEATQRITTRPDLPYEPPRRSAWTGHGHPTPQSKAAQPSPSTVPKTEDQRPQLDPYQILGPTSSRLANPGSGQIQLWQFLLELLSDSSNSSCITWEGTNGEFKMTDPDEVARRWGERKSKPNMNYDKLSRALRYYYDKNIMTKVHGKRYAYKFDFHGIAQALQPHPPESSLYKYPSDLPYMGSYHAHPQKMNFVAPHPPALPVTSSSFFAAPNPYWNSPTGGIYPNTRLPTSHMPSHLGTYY
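His-tagged ERG Ets domain (1 uM in the protein solution; 300mM KCl, 50mM Tris-HCl, 1mM EDTA, 1mM DTT, pH 7.5) received compound, then a probe mix of 5 nM fluorescein-DNA and 100nM Texas-615-DNA. Fluorescence polarization was read for both dyes.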
BLM inh: blocks DNA unwinding by human BLM helicase; recombinant BLM DNA unwinding, fluorescence dequenching; Potency, µM (titrated, usually from 56.1 µM), inactives show top-dose activity change, negative = inhibition, most hits filed as inhibitors; 350,000 compounds, 0.2% hits;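 note: potency is the fitted concentration of half-maximal effect; plate controls were vehicle for no effect and no enzyme for full effect; nearly all actives have a fitted effect of over 35% in size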
Anesthetic bind: binds horse apoferritin like a general anesthetic; P02791; apoferritin/1-aminoanthracene competitive binding, fluorescence; Potency, µM (series often up to 77.5 µM), for inactives: top-dose activity change, negative = displacement, hits mostly inhibitors; 350,000 compounds, 0.074% hits; note: potency is the fitted concentration of half-maximal effect; % is set by controls: 0 for no effect and ±100 for the full control effect; nearly all actives have a fitted effect of over 20% in size
Target sequence (P02791 2-175 limits assumed): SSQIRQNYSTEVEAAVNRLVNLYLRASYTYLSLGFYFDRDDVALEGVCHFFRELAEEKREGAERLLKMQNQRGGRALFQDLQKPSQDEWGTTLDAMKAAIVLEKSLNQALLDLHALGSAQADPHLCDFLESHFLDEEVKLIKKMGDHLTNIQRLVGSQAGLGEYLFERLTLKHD
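In PBS, apoferritin at 10 uM is loaded with 1-AMA from a 50% saturated solution. After 10 min of compound exposure at ambient temperature, reduced 535 nm fluorescence indicates probe displacement.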
12-LOX inh: blocks human arachidonate 12S-lipoxygenase; P18054; purified 12hLO, xylenol orange hydroperoxide absorbance; Potency, µM (highest dose often 108 µM), for inactives: at the highest dose activity change, negative = inhibition, usual class: inhibitors; 580,000 compounds, 1.1% hits; note: potency is the fitted concentration of half-maximal effect; % is set by controls: 0 for no effect and ±100 for the full control effect
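Purified human 12hLO (150 nM final) in 25 mM Hepes, 0.01% Triton X-100, pH 7.0 was preincubated 15 min at room temperature with compound. Then 40 uM arachidonic acid was added, 30 min. Hydroperoxide was read by Fe-XO absorbance ratio 573/405 nm.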
* = called active by the depositor; i = inactive; u = inconclusive; x = no result given; & = joins results of further samples; [ ] = dose if it differs, or a comment. Unless noted, calls come from the whole dose curve; as a rule, active = well fitted curve in the direction sought with a large enough effect; inconclusive = small, poorly fitted or top-dose-only effect, or another doubt; inactive = no such curve, though single readings can be large; an effect the other way counts as inactive or inconclusive. Some of the compounds tested, so the mix of outcomes need not match the whole.

The line under a structure holds: POLI inh | APEX1 inh | TRHR agonist | POLB inh | Pol kappa inh | ERG-DNA inh | BLM inh | Anesthetic bind | 12-LOX inh
CCCCn1c(NCCN(C)C)nc2c1c(=O)[nH]c(=O)n2C
  16.9% | 2.4% | -1.6 | 23.3% | -4.9% | -11.9% | -1.2% | -3.0% | 0.0%
Nc1nc(N)nc(-c2ccc(Oc3ccccc3)cc2)n1
  11.2% | 1.7% | -0.9 | -16.7% | -6.0% | x | -5.7% | 1.5% | -21.2%
Cc1onc(-c2ccccc2)c1C(O)c1ccc(F)cc1 (configuration not stated)
  1.7% | 59.6%[activator] | 0.2 | -0.4% | -25.9% | -3.5% | -2.1% | -20.8% | 5.8%
CN(C)c1ccc(S(=O)(=O)N2CCCCC2)cc1NC(=O)CCNC(=O)c1ccccc1Cl
  16.9% | x | x | x | -6.4% | 4.4% | x | x | 27.9%
O=C(O)c1ccc2c(c1)C(=O)N([C@H](Cc1ccc(O)cc1)C(=O)O)C2=O
  x | 2.3% | 0.5 | x | x | x | -2.4% | -0.9% | x
Cc1nn(C)c(C)c1CCC(=O)O
  69.7%[activator] | 4.5% | -0.5 | -22.8% | -5.0% | 6.0% | -4.4% | -1.8% | -1.9%
COc1ccccc1CCC(=O)OCC(=O)NC1CCCC1
  47.8%[activator] | 10.9% | -0.2 | x | -0.9% | -6.2% | x | x | -12.5%
COc1ccccc1C(=O)NC(=O)COC(=O)CCOc1cc(C)ccc1C
  4.5% | 15.6% | 0.4 | 0.2% | -16.9% | 8.3% | -9.1% | u | -20.1%
CCc1ccc(-n2nc3cc(C)c(NC(=O)c4cc(OC)cc(OC)c4)cc3n2)cc1
  u | x | 1.5 | 4.7% | -25.0% | 0.0% | 3.1% | -0.3% | -24.3%
O=C(NCCc1cnc[nH]1)c1cccs1
  -2.6% | -5.7% | 0.1 | 2.2% | -14.0% | 4.0% | -2.0% | -3.0% | -5.1%
CC1CCC2(CC1)NC(=O)N(CC(=O)N1CCN(C(=O)c3ccco3)CC1)C2=O (configuration not stated)
  -1.2% | 27.9% | -0.2 | x | -7.7% | -0.6% | x | x | 2.6%
Cc1cc(C)c2oc(C(=O)Nc3sc4c(c3C(=O)NCc3ccco3)CCCC4)cc(=O)c2c1
  10.6% | x | 0.6 | 13.5% | 12.2% | 2.2% | 3.0% | -5.0% | -15.3%
C/C(Cn1nnc([N+](=O)[O-])n1)=N\NC(=O)c1ccc(O)cc1
  18.9% | 0.2% | 0.2 | 14.9% | 6.7% | -2.1% | 1.4% | -10.2% | 11.2%
COc1ccc(-c2cc(C(=O)Nc3cc(C)on3)no2)cc1OC
  38.8%[activator] | 7.7% | 0.1 | -7.6% | 10.0% | 3.7% | -11.0% | -2.9% | 4.3%
CS(=O)(=O)N1CCC(C(=O)NCc2ccncc2)CC1
  11.1% | -1.5% | 0.2 | -0.7% | 1.7% | -10.3% | 1.1% | -14.9% | -27.4%
CC(C)Nc1c(N)c(=O)oc2ccccc12
  5.4% | -3.1% | 1.5 | -10.2% | -3.4% | -1.3% | -2.7% | -19.1% | -11.2%
Cc1ccc(-c2nn3c(C)nnc3c3ccccc23)cc1S(=O)(=O)NCc1ccccc1
  35.2%[activator] | -0.7% | 0.8 | 34.8%[activator] | -1.7% | -3.9% | -0.4% | -7.1% | 23.5%
Cc1ccc(N(Cc2cccs2)C(=O)c2ccccc2[N+](=O)[O-])cc1
  9.3% | x | -0.1 | -0.5% | 5.2% | 2.2% | -5.7% | -4.9% | -18.4%
CC(C)c1ccc(NC(=O)CNC(=O)Cn2ccc3ccccc3c2=O)cc1
  -25.3%&-7.8% | -6.1% | 0.9&-0.1 | 60.9%&43.8% | 3.1%&0.1% | -8.9%&-3.2% | -0.8%&-4.2% | 1.5%&-2.6% | -20.1%&-11.6%
Cc1nn(-c2ccc(NC(=O)c3ccncc3)cc2)c(C)c1Cl
  -13.0% | -1.9% | 0.9 | -0.5% | -2.0% | -10.7% | -1.0% | u | -1.7%

(list continues)
The line under a structure holds: POLI inh | APEX1 inh | TRHR agonist | POLB inh | Pol kappa inh | ERG-DNA inh | BLM inh | Anesthetic bind | 12-LOX inh
COc1ccccc1CC(=O)Nc1cccc(S(=O)(=O)N2CCOCC2)c1
  -14.7% | 2.1% | -0.5 | 21.4% | -9.8% | 5.2% | 6.5% | -1.0% | 7.9%
O=C(NC1CCCCC1)N1CCN(c2ccc([N+](=O)[O-])cc2)CC1
  23.1% | 5.4% | 0.0 | 14.1% | 5.5% | -4.4% | -4.8% | -20.7% | i
C=C1C(=O)C=C2CN(C(=O)c3ccccc3)[C@@](Cc3ccc(F)cc3)(C(=O)OC)[C@@H]12
  u | 14.4% | 16.9 | -4.6% | -2.5% | 4.6% | -4.7%&-9.1% | -2.8%&-6.6% | x
Cc1ccn2c(NC3CCCC3)c(-c3ccccn3)nc2c1
  35.4%[activator] | -2.4% | 1.8 | -8.0% | -0.7% | -11.0% | -1.1% | -10.1% | -26.3%
CC1CCN(CCCNC(=O)C2CC(=O)N(C3CCCCCC3)C2)CC1 (configuration not stated)
  4.4% | 1.9% | 0.1 | 50.7% | -18.6% | -5.8% | -4.0% | -11.8% | 43.7%[activator]
COc1ccc(CC2S/C(=N/N=C/c3ccccc3O)NC2=O)cc1 (configuration not stated)
  4.8% | -0.3% | 0.1 | 25.4% | -0.8% | -7.4% | 1.9% | 1.8% | 13.6%
CCCCc1c(C)c(C#N)c2nc3ccccc3n2c1Nc1c(C)n(C)n(-c2ccccc2)c1=O
  -10.2% | -1.5% | -0.5 | -1.5% | 3.5% | -10.4% | -5.1% | u | 0.0%
COc1ccccc1/C=C/C=N/NC(=O)CN1CCN(S(=O)(=O)c2ccc(C)cc2)CC1
  7.5% | -1.5% | -0.9 | -15.0% | -8.6% | -4.7% | 0.4% | -9.1% | -4.1%
COc1cc(OC)c(N2CC34C=CC(O3)C(C(=O)O)C4C2=O)cc1Cl (configuration not stated)
  3.0% | -1.1% | 0.5 | 7.1% | -4.7% | 0.3% | -1.4% | -5.0% | -9.9%
COc1ccc(CCNC(=O)C2COc3ccccc3O2)cc1OC (configuration not stated)
  -1.7% | x | x | x | -16.0% | -7.3% | x | x | -2.6%
O=[N+]([O-])c1ccccc1S(=O)(=O)N1CCCc2ccccc21
  30.9% | 2.4% | -0.6 | 26.4% | 12.5% | 11.1% | -10.3% | u | 8.9%
Cc1ccsc1C(=O)NCc1ccc(Cl)cc1
  -20.3% | x | x | x | -1.8% | 1.3% | x | x | 0.0%
O=[N+]([O-])c1cc(S(=O)(=O)O)cc([N+](=O)[O-])c1NN(c1ccccc1)c1ccccc1
  u | 39.0% | 0.5 | u | -23.1% | -20.0% | -5.4% | -2.7% | u
CCN1CCN(C(=O)/C(=C/c2ccco2)NC(=O)c2ccccc2)CC1
  136.2%[activator] | 13.1% | 1.4 | 11.3% | -2.2% | -6.8% | -4.1% | -5.4% | -14.4%
CCOc1ccc2oc(C(=O)NCc3nc4ccccc4[nH]3)c(C)c2c1
  -3.3% | 1.0% | 0.9 | 35.3% | -2.8% | -4.6% | -5.6% | -7.4% | -6.2%
O=C(Cc1cccs1)Nc1c(C(=O)Nc2ccc(F)cc2)oc2ccccc12
  38.8%[activator] | x | -1.8 | 29.0% | -1.5% | -2.9% | 0.9% | 14.8% | -14.1%
COc1ccc(-c2cc(C(F)(F)F)nc(S(=O)(=O)CCCC(=O)Nc3cc(C)on3)n2)cc1OC
  u | -4.2% | -0.3 | 6.3% | 2.4% | 4.4% | -4.9% | -12.9% | -3.9%
Cc1ccc2c(CC(=O)NCc3ccc4c(c3)OCO4)coc2c1
  -10.1%[58.9 µM] | -4.0% | -1.8 | 17.0% | -14.5% | 4.8% | -2.5% | -23.0% | -17.7%
O=C(Nc1ccc(S(=O)(=O)NCC2CCCO2)cc1)c1ccc(Cl)cc1[N+](=O)[O-] (configuration not stated)
  -16.8% | 2.1% | -1.1 | 3.4% | -9.4% | -1.5% | -8.8% | -21.4% | -25.5%
Nc1ncc(CCN2CCOCC2)c(-c2ccc(F)cc2)n1
  28.2% | -0.6% | -0.7 | 3.9% | 7.8% | 0.5% | -2.4% | -8.7% | 0.1%
O=S(=O)(c1cccc(C(F)(F)F)c1)N1CCN(S(=O)(=O)c2ccc3c(c2)OCCO3)CC1
  3.0% | -3.6% | 1.4 | x | -2.0% | x | x | x | x
CC1CCCCN1c1ccc(N)cc1C(N)=O (configuration not stated)
  -19.3% | 4.9% | 0.5 | 3.8% | -20.6% | -1.8% | -9.0% | -19.1% | 2.1%

A second format for part of the listing above.
Nc1ncc(CCN2CCOCC2)c(-c2ccc(F)cc2)n1
  POLI inh: 28.2%
  APEX1 inh: -0.6%
  TRHR agonist: -0.7
  POLB inh: 3.9%
  Pol kappa inh: 7.8%
  ERG-DNA inh: 0.5%
  BLM inh: -2.4%
  Anesthetic bind: -8.7%
  12-LOX inh: 0.1%
O=S(=O)(c1cccc(C(F)(F)F)c1)N1CCN(S(=O)(=O)c2ccc3c(c2)OCCO3)CC1
  POLI inh: 3.0%
  APEX1 inh: -3.6%
  TRHR agonist: 1.4
  POLB inh: x
  Pol kappa inh: -2.0%
  ERG-DNA inh: x
  BLM inh: x
  Anesthetic bind: x
  12-LOX inh: x

3 compounds from above with just POLI inh and ERG-DNA inh.
Compound,POLI inh,ERG-DNA inh
O=C(NC1CCCCC1)N1CCN(c2ccc([N+](=O)[O-])cc2)CC1,23.1%,-4.4%
C=C1C(=O)C=C2CN(C(=O)c3ccccc3)[C@@](Cc3ccc(F)cc3)(C(=O)OC)[C@@H]12,u,4.6%
Cc1ccn2c(NC3CCCC3)c(-c3ccccn3)nc2c1,35.4%[activator],-11.0%
